RAD54 branch: inhibitors of human RAD54 branch migration, primary screen, biochemical, fluorescence, single point | RAD54 Holliday junction branch migration, FAM/BHQ fluorescence | actives 0.14% (n = 360,000) | inhibition, % at 10.4 µM | AID 602329, 2012 | DNA repair and recombination protein RAD54-like (Homo sapiens), Q92698;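 active = mean normalized replicate activity at least 40 and at least half of replicates scoring 40 or more; inconclusive = only one of the two criteria met; inactive = mean below 40 and under half of replicates reaching 40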;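 also: 0% = median of neutral control wells and 100% = median of positive control wells; inhibitors cause a drop in the FAM fluorescence signal; in these data hits start at about 50%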
ERp5 inh: inhibitors of ERp5-driven insulin aggregation, primary screen, biochemical, turbidity, absorbance 650 nm, single point | inhibition, % at 9.99 µM | actives 0.05% (n = 350,000) | Protein disulfide-isomerase A6 (Homo sapiens), Q15084 | 90 min | AID 651711, 2012;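 active = mean replicate inhibition above about 25%, with every replicate also reaching it, limit read from the data, passing the limit was not always enough; inconclusive = only one of those two criteria met; inactive = neither criterion met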
Target sequence (Q15084 whole entry, looked up): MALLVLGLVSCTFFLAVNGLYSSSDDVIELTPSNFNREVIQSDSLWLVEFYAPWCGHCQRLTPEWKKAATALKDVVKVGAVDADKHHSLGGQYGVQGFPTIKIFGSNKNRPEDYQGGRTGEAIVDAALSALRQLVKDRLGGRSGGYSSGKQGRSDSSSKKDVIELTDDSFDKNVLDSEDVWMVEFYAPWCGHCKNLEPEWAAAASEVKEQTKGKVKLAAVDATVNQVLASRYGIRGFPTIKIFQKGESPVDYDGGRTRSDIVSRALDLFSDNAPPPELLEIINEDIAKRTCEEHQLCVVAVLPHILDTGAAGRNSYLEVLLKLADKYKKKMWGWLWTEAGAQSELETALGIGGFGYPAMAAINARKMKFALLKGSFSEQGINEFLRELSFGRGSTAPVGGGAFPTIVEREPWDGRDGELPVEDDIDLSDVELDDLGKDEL
S100A4 MyoIIA: inhibitors of S100A4-myosin IIA peptide binding, primary screen, biochemical, fluorescence polarization, TAMRA-MyoIIA peptide; Protein S100-A4 (Homo sapiens), P26447; inhibition, % at 10.7 µM; actives 0.14% (n = 360,000); AID 652163, 2013;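 active = mean inhibition of at least 70% across replicates, with every replicate also reaching that level; inconclusive = mean inhibition reaches 70% but some replicates fall short; inactive = mean inhibition below 70%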
Target sequence (P26447 whole entry, looked up): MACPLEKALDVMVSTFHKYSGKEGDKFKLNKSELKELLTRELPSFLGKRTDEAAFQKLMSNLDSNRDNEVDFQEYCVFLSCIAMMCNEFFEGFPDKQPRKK
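Test system: S100A4 monomer protein. Medium: HEPES buffer with Ca2+, pH 7.2. Reagent: fluorescent myosin IIA peptide, 5 nM. Compound dosing: single-point compound testing. Timing: 5 min between mix addition and reading. Benchmarks: DMSO neutral and TFP positive wells.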
RAD52 anneal inh: RAD52 DNA annealing inhibitors, primary screen, biochemical, FRET, single point, set 2 | DNA repair protein RAD52 homolog (Homo sapiens), P43351 | recombinant RAD52 DNA annealing, FRET fluorescence | inhibition, % at 18.7 µM | actives 0.46% (n = 360,000) | AID 651710, 2012;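 active = every replicate showing at least 50% inhibition; inconclusive = mean inhibition at least 50% but not in every replicate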
Target sequence (P43351 whole entry, looked up): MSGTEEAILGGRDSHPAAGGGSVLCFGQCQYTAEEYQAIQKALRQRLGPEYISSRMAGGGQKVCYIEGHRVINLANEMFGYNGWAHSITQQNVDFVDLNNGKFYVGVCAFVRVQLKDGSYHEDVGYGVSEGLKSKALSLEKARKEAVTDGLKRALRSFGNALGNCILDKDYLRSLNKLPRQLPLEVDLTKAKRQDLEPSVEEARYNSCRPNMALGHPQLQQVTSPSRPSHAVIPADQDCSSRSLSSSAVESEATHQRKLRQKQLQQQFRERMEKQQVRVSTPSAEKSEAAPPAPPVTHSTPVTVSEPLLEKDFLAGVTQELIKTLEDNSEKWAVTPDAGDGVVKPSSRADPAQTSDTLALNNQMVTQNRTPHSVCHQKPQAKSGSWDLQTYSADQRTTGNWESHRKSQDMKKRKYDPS
esBAF inh: Bmi1 luciferase reporter increase in mESCs, primary screen, esBAF inhibitor project, mouse ES cells, Bmi1 luciferase knock-in, single point. reporter increase, % at 12.5 µM. 24 h; 100% = twice the neutral-well signal. actives 2% (n = 350,000); in the data active = activation above about 40%; inconclusive = no clear call, values can overlap the other calls;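 also: 0% = median of the plate's neutral control wells and 100% = double that signal; a rise in the Bmi1 reporter signal indicates esBAF inhibition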
Xi reactivation: activators of inactive X chromosome reactivation, primary screen, imaging, XiGFP fibroblasts, GFP high-content imaging, set 2 | XiGFP mouse fibroblasts, % GFP-positive cells imaging, 3 d; cells co-treated with 5-aza-dC sensitizer; scaled so ellipticine positive control = 100% | activation, % at 7.58 µM | actives 0.055% (n = 360,000);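 active = mean normalized replicate activation at least 10% and every replicate at or above 10%; inconclusive = only one of the two criteria met; inactive = mean below 10% and not all replicates reach 10%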;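 also: 0% = median of on-plate neutral control wells and 100% = ellipticine 6 µM median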
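System: SV40-immortalized XiGFP fibroblast cells, line 68-5-11 / Incubation: 3-day compound exposure, then 15 min fixation at room temperature / Compound: single concentration per compound, delivered by pin transfer / Buffer or medium: DMEM plus 5-aza-dC sensitizer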
E-sel inducer: E-selectin induction in HUVECs, primary screen, imaging, HUVEC, immunofluorescence imaging, single point | activation, % at 7.58 µM | normalized: neutral wells 0, TNF-alpha wells 100 | P16581 | actives 0.37% (n = 260,000);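 active = mean E-selectin-positive cell signal at least 10% of the positive control, reached in at least 60% of replicates, without over 20% cell loss; inconclusive = no rule given, readout overlaps actives, possibly toxicity-flagged; inactive = the rest, including those meeting only one limit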;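 also: in these data hits start at about 27%; measured in HUVEC primary endothelial cells; signal is the percent of cells scored E-selectin positive by PE staining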
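System: HUVEC / Compound: single concentration / Signal: immunofluorescence imaging / Read-out: percent E-selectin-positive cells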
ERAP1 inh: human ERAP1 aminopeptidase inhibitors, primary screen, biochemical, single point, plate reader | recombinant ERAP1, Leu-AMC fluorescence, 60 min | inhibition, % at 10.7 µM | actives 0.15% (n = 340,000) | AID 652197, 2013;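 active = mean replicate inhibition of at least 30%, or all replicates individually reaching that 30% level; inactive = mean below 30% and not every replicate reaching it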;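 also: 0% = neutral control wells and 100% = L-leucinethiol positive control wells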
* hit, by the source's call; ? = inconclusive; . = no result given. No enrichment for hits; 2.5% or so of the library scored in one or more.

SMILES	RAD54 branch	ERp5 inh	S100A4 MyoIIA	RAD52 anneal inh	esBAF inh	Xi reactivation	E-sel inducer	ERAP1 inh
C[C@H]1CN([C@@H](C)CO)C(=O)c2cccc(NC(=O)C3CCCCC3)c2O[C@@H]1CN(C)C(=O)Nc1cccc2ccccc12	4	0	-7	8	4	0.1	0.0	1
O=S(=O)(Nc1ccccc1)c1ccc(S(=O)(=O)N2CCCC2)cc1	-6	0	-7	-18	-1	0.4	.	-7
CO[C@H]1CN(C)C(=O)c2ccc(NC(=O)C3CC3)cc2OC[C@H](C)N(C(=O)c2cnccn2)C[C@H]1C	-15	-3	7	-5	-2	0.1	0.2	-1
COc1cccc(C(=O)Nc2ccc(NC(=O)c3ccco3)c(Cl)c2)c1	.	-7	2	-12	.	0.3	.	15
COC(=O)c1cc(NC(=O)c2ccc(OC)cc2)c(=O)oc1C	-6	3	5	-51	10	0.0	.	7
CCOc1ccc(N2C(=O)S/C(=C\c3ccc(O)c(OCC)c3)C2=O)cc1	.	-4	-3	-10	.	-0.1	.	-2
CC(C)=CCc1c2c(c3occ(-c4ccc(O)c(O)c4)c(=O)c3c1O)C=CC(C)(C)O2	.	-4	-2	8	-41	0.0	0.5	0
COc1ccc(NC(=O)CN(C)C(=O)CCCc2c[nH]c3ccccc23)cc1	.	-5	-3	-16	.	0.0	0.2	1
O=C(C[C@H]1C[C@@H]2c3cc(NS(=O)(=O)c4ccccc4)ccc3O[C@@H]2[C@@H](CO)O1)NC1CCCCC1	-15	3	1	8	4	0.3	-0.1	1
CCCNC(=O)N1CC2(CCN(S(=O)(=O)CC)CC2)c2c([nH]c3cc(OC)ccc23)[C@H]1CO	.	-12	0	-16	.	0.0	0.0	-1
CCCCCCCCN1C(=O)[C@@H](CC(=O)NCCCN2CCCC2=O)C[C@@]2(C(=O)OC)C1=C[C@H](C(C)(C)C)O[C@@H]2C	.	0	4	-1	.	0.0	-0.1	2
O=C(c1ccco1)N1CCN(C(=O)c2ccc(Br)o2)CC1	2	5	6	-42	-4	0.5	.	4
O=C(C1CC1)N1CCN(c2ccc(O)cc2)CC1	-5	5	-1	-10	5	0.2	.	-1
C[C@H]1CN([C@@H](C)CO)C(=O)c2cc(-c3ccc(C#N)cc3)cnc2O[C@H]1CN(C)CC1CCOCC1	.	4	-4	-1	.	-0.6	-0.1	1
CC(=O)Nc1cccc(C(=O)/C=C/c2ccc[nH]2)c1	.	-1	-11	-3	.	-0.1	-0.1	3
COc1ccc(CCNC(=O)CS(=O)(=O)c2cn(CC(=O)N(C(C)C)C(C)C)c3ccccc23)cc1OC	-13	2	-3	-10	.	0.1	-0.2	-3
CC(=O)N1C[C@H]2CON(C)[C@H]2C[C@H]1c1ccc(-c2cccnc2)cc1	3	0	-3	-4	-3	.	-0.1	11
Cc1ccc(C)c(Cn2ncc3ccccc32)c1	2	-1	-4	-8	-2	0.1	12	-7
CCOC(=O)Oc1ccc2c(=O)c(Oc3cccc(C)c3)coc2c1	-2	-4	1	-20	?	.	.	1
C[C@H](NC(=O)C[C@H]1C[C@H]2c3cc(NC(=O)NC4CCCCC4)ccc3O[C@H]2[C@H](CO)O1)c1ccccc1	0	-2	4	11	2	0.3	0.9	-1
COC(=O)C[C@@H]1CC[C@H]2[C@@H](COc3ccc(NS(C)(=O)=O)cc3C(=O)N2C)O1	-6	.	.	.	-2	0.4	0.1	.
COc1cccc(-c2ccc3ncnc(N(C)Cc4ccco4)c3c2)c1	7	-3	-5	-17	-4	0.0	1.3	-2
COc1cc(/C=N/N(C)S(=O)(=O)c2ccc(C)cc2)cc([N+](=O)[O-])c1O	-16	-2	0	-18	-1	-0.1	.	-1
COc1ccc(C(=O)CC(=O)C(=O)Nc2ccccc2)cc1	-20	5	4	-43	4	0.4	-0.3	0

Part of the list above in a different format:
compound,RAD54 branch,ERp5 inh,S100A4 MyoIIA,RAD52 anneal inh,esBAF inh,Xi reactivation,E-sel inducer,ERAP1 inh
CC(=O)N1C[C@H]2CON(C)[C@H]2C[C@H]1c1ccc(-c2cccnc2)cc1,3,0,-3,-4,-3,.,-0.1,11
Cc1ccc(C)c(Cn2ncc3ccccc32)c1,2,-1,-4,-8,-2,0.1,12,-7

The list goes on:
SMILES	RAD54 branch	ERp5 inh	S100A4 MyoIIA	RAD52 anneal inh	esBAF inh	Xi reactivation	E-sel inducer	ERAP1 inh
NC12NC(=O)C3(O)C4C5CC(C6C5C3C61)C42 (stereo unspecified)	.	5	-7	-13	.	-0.1	3.1	-3
Cc1ccc(C(C)C)c(OCC(=O)NN2C(=O)c3ccccc3C2=O)c1	0	12	0	-7	-1	0.0	.	3
Cc1ccc(N(C(=O)Cn2nnc3ccccc32)C(C(=O)NC2CCCCC2)c2cn(C)nc2C)cc1 (stereo unspecified)	-13	1	-2	-6	17	.	.	-9
Cc1cn([C@H]2C[C@H](O)[C@@H](CCC(=O)NCC3CCCO3)O2)c(=O)[nH]c1=O (stereo partly specified)	0	1	-11	-13	-1	0.3	4.5	.
CO[C@H]1CN(C)C(=O)c2cc(NC(=O)C3CCCC3)ccc2OC[C@H](C)N(S(C)(=O)=O)C[C@H]1C	4	2	2	-7	-3	0.3	0.1	-2
CSc1c(C#N)c(N)c(C#N)c2c1COC(C)(C)C2	.	-3	-1	-9	-11	.	.	3
Cc1nnc(SCC(=O)Nc2ccc(-c3nc4ccccc4s3)cc2)s1	.	2	19	-17	.	1.5	0.9	-3
CCOC(=O)CSc1nc(C)cc(C)c1C(N)=O	.	-1	1	-6	.	0.1	0.1	-2
COc1ccc(CC(=O)N(C)CC(=O)Nc2ccccc2Cl)cc1S(=O)(=O)N1CCOCC1	0	5	4	-4	-3	0.0	.	3
COC(=O)CCN(C(=O)c1ccc(Cl)c([N+](=O)[O-])c1)c1ccccn1	.	1	3	-7	.	0.2	.	-3
CCOc1ccccc1CNC(=O)c1ccccc1NC(=O)C1=CSCCO1	-1	5	2	-55	10	0.0	.	-2
CC(=O)NC12CC3CC(C1)CC(C(=O)N1CCN(C(=O)c4ccco4)CC1)(C3)C2	-16	-11	4	-2	-4	0.0	.	1
COc1ccccc1-c1ncn(Cc2cccc(-c3ccccc3)c2)c1-c1cc(C)cc(C)c1	.	0	2	-31	.	0.1	-0.4	-5
CC(Sc1nnnn1-c1ccc(O)cc1)C(=O)NC1CCCCC1C (stereo unspecified)	-5	-15	4	-4	-1	-0.1	2.5	-2
CC1Cc2ccccc2N1Cc1cc(=O)c(OCC(=O)Nc2ccccc2)co1 (stereo unspecified)	-8	-2	-3	-17	0	0.0	.	-2
C[C@@H]1CCCCO[C@H](CN(C)Cc2ccccc2)[C@@H](C)CN([C@H](C)CO)C(=O)c2cc(NC(=O)c3ccncc3)ccc2O1	4	-2	8	7	1	-0.1	-0.4	-1
C[C@@H]1CN([C@@H](C)CO)C(=O)Cc2cc(NC(=O)CCN3CCOCC3)ccc2O[C@@H]1CN(C)CC1CC1	-12	0	-5	10	-3	-1.2	0.1	0
Cc1ccc(CCNC(=O)CN(c2cc(C)cc(C)c2)S(=O)(=O)c2c(C)noc2C)cc1	-6	1	2	-7	-1	0.0	.	1
O=C(COC(=O)c1ccccc1)Nc1cc(Cl)ccc1Oc1ccccc1	-1	4	6	-8	-4	0.2	.	1
C/C(=N\S(=O)(=O)c1ccc(C)cc1)N1CCN(S(=O)(=O)c2ccccc2)C1C(C)C (stereo unspecified)	1	2	4	-7	-2	.	.	3
C[C@@H]1CN([C@@H](C)CO)C(=O)c2cc(-c3ccc(C(=O)N(C)C)cc3)cnc2O[C@@H]1CN(C)C(=O)C1CC1	6	-5	1	8	4	0.0	-0.1	0
O=[N+]([O-])c1ccc(-c2cn3nc(-c4ccccc4)c(-c4ccccc4)nc3n2)cc1	14	.	1	-127	.	0.1	.	0
Cc1cccc(/C(N)=N/OC(=O)Cc2ccccc2)c1	.	0	22	-21	.	0.2	.	10
CC1CC(C)CN(CCCNC(=O)c2ccc(CS(=O)(=O)Cc3cccc(Cl)c3)o2)C1 (stereo unspecified)	4	-17	2	-16	-7	0.4	.	5
COc1ccc(NC(=O)N(C)C[C@@H]2Oc3c(NC(=O)c4cc(C)nn4C)cccc3C(=O)N([C@H](C)CO)C[C@H]2C)cc1	1	0	0	3	0	-1.1	.	-2
Cc1cccn2c(=O)c3cc(C(=O)NC4CCCC4)c(=N)n(Cc4ccc(F)cc4)c3nc12	6	-2	-4	-72	29	0.1	.	-91
O=C(O)c1cc(=O)c2ccccc2[nH]1	-3	7	-3	-8	0	.	.	6
C/C=C/c1ccc([C@H]2[C@H](CO)N(C(C)=O)C23CN(C(=O)c2ccncc2)C3)cc1	.	5	-17	-23	.	0.0	1.0	0
COCC(=O)N(C)C[C@H]1Oc2cc(-c3ccccc3F)ccc2S(=O)(=O)N([C@H](C)CO)C[C@@H]1C	-2	-5	3	-1	0	-0.2	0.0	0
CC(=O)N1CCN(S(=O)(=O)c2ccc(S(=O)(=O)NC3CCCCC3)cc2)CC1	-9	2	-3	-13	-5	0.1	0.1	0
COc1cccc2c1C1(O)C2CCCCCCCCCC12OCCCO2 (stereo unspecified)	.	7	0	-4	.	0.0	-0.2	-1
COC(=O)C1CCN(C(=O)c2cc(=O)[nH]c3ccccc23)CC1	-9	0	-4	1	-1	0.1	-0.1	1
O=[N+]([O-])c1ccc(Oc2ccc(S(=O)(=O)N3CCOCC3)cc2)cc1	2	6	1	-15	-2	0.1	0.3	-5
O=C(CSc1nc2[nH]ncc2c(=O)[nH]1)Nc1ccc(Cl)cc1	.	-3	-2	-6	.	0.3	.	-2
COc1cc(C(=O)N2CCc3ccccc32)ccc1OCc1c(C)noc1C	-13	1	-2	-16	1	-0.1	.	-2
Cn1c(=O)n(CC(N)=O)c(=O)c2c1nc(Br)n2Cc1ccccc1	5	-4	0	-13	-2	0.0	.	0
CCOC(=O)CN1CC23C=CC(O2)C(C(=O)Nc2ccc(C(C)=O)cc2)C3C1=O (stereo unspecified)	-3	1	0	-12	7	0.1	.	3
COc1cc(NC(=O)CN(c2cc(C)cc(C)c2)S(=O)(=O)c2c(C)noc2C)cc(OC)c1	0	4	-4	-16	-7	-0.1	.	.
COc1ccc2c(c1)CC(=O)NC=C2	1	2	1	-9	-8	0.0	0.8	0
COc1cccc(NC(=O)N(C)C[C@@H]2Oc3cc(-c4ccccc4OC)ccc3S(=O)(=O)N([C@@H](C)CO)C[C@H]2C)c1	0	-1	-8	-16	2	-1.0	-0.2	1
CC(C)OCC(O)CN1CCN(C(c2ccccc2)c2ccccc2)CC1 (stereo unspecified)	.	2	1	-15	.	0.3	0.0	-12

Compound activity from PubChem BioAssay.
